# Source: PubChem BioAssay (several laboratories)
# MazEF act – activators of E. coli MazEF toxin-antitoxin RNase, primary screen, biochemical, fluorescence, uHTS; Endoribonuclease toxin MazF (Escherichia coli (strain K12)), P0AE70; FAM/BHQ RNA-DNA oligo cleavage fluorescence, 5 h; activation, % at 20 µM; 0.32% of 350,000 active; in the data active = activation above about 50%
# Target sequence (P0AE70 whole entry, looked up): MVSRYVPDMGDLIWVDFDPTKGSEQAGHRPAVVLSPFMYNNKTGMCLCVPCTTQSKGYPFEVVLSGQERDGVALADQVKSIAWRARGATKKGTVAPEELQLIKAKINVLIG
# Y pestis TopoI – Yersinia pestis topoisomerase I inhibitors, primary screen, biochemical, cleavage product accumulation, plate reader, single point; Y. pestis Topo-I cleavage product accumulation; activity, % at 10 µM; 0.064% of 360,000 active; DNA topoisomerase I (Yersinia pestis CO92); in the data active = activity above about 50%, passing the limit was not always enough; note: inactives centre near 2
# TcdB inh – TcdB glycohydrolase inhibitors, primary screen, biochemical, single point, plate reader. Toxin B (Clostridioides difficile), P18177. TcdB glycohydrolase enzymatic assay. inhibition, % at 9.99 µM. 0.24% of 350,000 active. AID 652162, 2013; in the data active = inhibition above about 10%
# PriA SSB inh – inhibitors of Klebsiella pneumoniae PriA binding to SSB C-terminal tail, primary screen, biochemical, AlphaScreen | 0.6% of 430,000 active | inhibition, % at 33 µM | AlphaScreen SSBct-PriA binding, biotinylated peptide; in the data active = inhibition mostly above about 37%, no sharp cut-off; inactive = mostly below about 20%;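 note: plate controls were negative control peptide for no effect and reference peptide for full effect; strong numbers were not always called active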
# Rv3671c inh – Rv3671c serine protease inhibitors, primary screen, biochemical, fluorescence polarization, M. tuberculosis H37Rv. P9WHR9. inhibition, % at 5.96 µM. 0.048% of 320,000 active. AID 2606, 2010; in the data active = inhibition above about 38%;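 note: extracellular domain of Rv3671c used as enzyme; 0% = enzyme with DMSO and 100% = no enzyme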
# Target sequence (P9WHR9 whole entry, looked up, the tested form may be a part): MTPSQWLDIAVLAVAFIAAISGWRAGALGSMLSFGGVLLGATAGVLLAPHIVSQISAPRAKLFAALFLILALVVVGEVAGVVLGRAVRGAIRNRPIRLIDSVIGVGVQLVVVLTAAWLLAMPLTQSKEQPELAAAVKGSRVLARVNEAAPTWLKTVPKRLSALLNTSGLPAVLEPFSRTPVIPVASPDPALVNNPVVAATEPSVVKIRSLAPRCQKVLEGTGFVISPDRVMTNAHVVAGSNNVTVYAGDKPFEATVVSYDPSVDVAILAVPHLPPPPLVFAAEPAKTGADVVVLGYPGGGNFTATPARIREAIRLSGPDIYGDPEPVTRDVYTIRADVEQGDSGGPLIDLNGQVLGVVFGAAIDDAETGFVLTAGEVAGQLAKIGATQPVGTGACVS
# Vc quorum ag – inducers of Vibrio cholerae quorum light production without autoinducers, primary screen, BH1578 luxS cqsA deficient, single point | activation, % at 18.7 µM | V. cholerae BH1578 lux reporter, luminescence, 6 h | 0.16% of 350,000 active | AID 588436, 2011; in the data active = activation mostly above about 9.7%, no sharp cut-off; note: not every result past the cut was called active; inactives centre near 0; reference of the scale not given here
# PrPC surface inh – inhibitors of human cell surface prion protein PrPC, primary screen, cell-based, TR-FRET; TR-FRET read-out; Major prion protein (Homo sapiens), P04156; 0.43% of 370,000 active; inhibition, % at 13.8 µM; in the data active = inhibition above about 24%; note: 0% = median of the test wells and 100% = reference compound wells
# DUSP3 inh – VHR1 phosphatase inhibitors, primary screen, biochemical, absorbance, uHTS | recombinant VHR phosphatase, pNPP absorbance | Dual specificity protein phosphatase 3 (Homo sapiens), P51452 | 0.52% of 290,000 active | inhibition, % at 13.3 µM | AID 1654, 2009; in the data active = inhibition above about 50%; note: some compounds called inactive have numbers as strong as hits
# Target sequence (P51452 whole entry, looked up): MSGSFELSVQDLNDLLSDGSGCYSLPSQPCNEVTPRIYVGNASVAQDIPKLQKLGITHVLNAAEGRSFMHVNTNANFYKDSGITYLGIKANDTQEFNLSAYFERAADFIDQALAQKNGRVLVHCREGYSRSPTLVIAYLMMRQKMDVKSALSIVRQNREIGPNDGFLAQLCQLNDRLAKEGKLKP
# SARS 3CLpro inh – SARS-CoV 3CLpro protease inhibitors, primary screen, biochemical, quenched FRET; inhibition, % at 6 µM; AID 1706, 2009; recombinant SARS-CoV 3CLpro, quenched FRET peptide cleavage; Replicase polyprotein 1ab (Severe acute respiratory syndrome coronavirus), P0C6X7; 0.14% of 290,000 active; in the data active = inhibition above about 12%
# CCHF vOTU inh – CCHFV vOTU protease inhibitors, primary screen, biochemical, Pep-AMC substrate, fluorescence; Crimean-Congo hemorrhagic fever virus L polyprotein viral ovarian tumor (vOTU) protease …; inhibition, % at 11.5 µM; 0.55% of 370,000 active; AID 651958, 2012; in the data active = inhibition above about 30%; note: 0% = vehicle wells with enzyme and 100% = no enzyme wells
# The depositor's hits bear a star; i = inactive; . = no result given; & = joins results of further samples. These rows are one share of the data (hit frequency here may not be typical).
no.	Molecule	MazEF act	Y pestis TopoI	TcdB inh	PriA SSB inh	Rv3671c inh
1	CCO[C@@H]1OC(C(=O)Nc2ccccc2)=C[C@H](c2coc3ccccc3c2=O)[C@H]1CCCO	9	22	0.5&0.5	-1	0
2	O=C(NCCCn1ccnc1)c1cccc(S(=O)(=O)Nc2ccccc2F)c1	2	2	.	-4	4
3	Cc1ccc(OCC(=O)c2cc(C)c(C)cc2C)c([N+](=O)[O-])n1	6	-8	.	-7	-3
4	Cc1nc2c(C)cccn2c1C(=O)c1ccccc1	0	8	1.8	-6	2
5	CC(C)CC1C(=O)N(Cc2cn(CCC3OCCO3)nn2)CCS(=O)(=O)N1Cc1ccc(-c2ccncc2)cc1 (configuration not stated)	-2	12	-0.3	.	.
6	O=C(CCc1ccc(S(=O)(=O)NC2CCCCC2)cc1)NCc1ccccc1	-6	-7	.	-8	-10
7	O=C(NC1(C(F)(F)F)Oc2ccccc2O1)N1CCC2(CC1)OCCO2	0	1	1.0	-8	3
8	CCOC(=O)c1c(C)n(C)c2cc(Br)c(O)c(O)c12	-11	9	-0.3	-1	4

no.	Vc quorum ag	PrPC surface inh	DUSP3 inh	SARS 3CLpro inh	CCHF vOTU inh
1	-1.2	1	-2	-4	12
2	i	6	-10	-5	3
3	0.6	-8	2	4	14
4	-0.3	1	5	-4	25
5	-1.1	2	.	.	26
6	-0.3	5	19	-2	5
7	-0.7	0	4	-5	-18
8	i	-3	22	-4	16

# Excerpt: entries 7 to 8
no.	Molecule	MazEF act	Y pestis TopoI	TcdB inh	PriA SSB inh	Rv3671c inh
7	O=C(NC1(C(F)(F)F)Oc2ccccc2O1)N1CCC2(CC1)OCCO2	0	1	1.0	-8	3
8	CCOC(=O)c1c(C)n(C)c2cc(Br)c(O)c(O)c12	-11	9	-0.3	-1	4

no.	Vc quorum ag	PrPC surface inh	DUSP3 inh	SARS 3CLpro inh	CCHF vOTU inh
7	-0.7	0	4	-5	-18
8	i	-3	22	-4	16

# Other compounds.
no.	Molecule	MazEF act	Y pestis TopoI	TcdB inh	PriA SSB inh	Rv3671c inh
9	Cc1nn(-c2ccccc2)c(C)c1C(=O)NCc1ccc(S(N)(=O)=O)cc1	9	1	-8.6	-9	1
10	Clc1cccc(Cl)c1CSc1nnc(-c2sccc2-n2cccc2)o1	-8	5	.	-13	-6
11	Cc1cc(O)cc(O)c1C=NCc1ccco1	90*	1	0.7	1	6
12	COc1ccc(OCc2nc3c4cc(OC)c(OC)cc4nc(=S)n3[nH]2)cc1	-9	-1	.	-5	13
13	Cc1cccc(N2CCN(c3cc(C)nc4nnnn34)CC2C)c1 (configuration not stated)	4	6	.	3	-2
14	CCn1c(C(O)c2cccc(OC)c2OC)nc2ccccc21 (configuration not stated)	13	4	.	-18	0
15	C[C@@H]([C@@H](O)c1ccccc1)N(C)C(=O)Cc1ccccc1	15	1	-0.6	5	-7
16	O=S1(=O)[C@H]2C[C@@H]3C=C[C@@]2(CN1Cc1cccc(F)c1)O3	1	3	-0.7	-13	8

no.	Vc quorum ag	PrPC surface inh	DUSP3 inh	SARS 3CLpro inh	CCHF vOTU inh
9	-0.3	-5	30	4	18
10	-3.6	-3	2	5	10
11	i	-3	-4	2	-9
12	-2.6	-2	-10	3	-6
13	-4.5	1	5	2	0
14	-0.5	4	2	-2	0
15	i	-3	.	.	1
16	i	-1	5	0	0

# Molecules above that contain four or more nitrogen atoms:
no.	Molecule	MazEF act	Y pestis TopoI	TcdB inh	PriA SSB inh	Rv3671c inh
2	O=C(NCCCn1ccnc1)c1cccc(S(=O)(=O)Nc2ccccc2F)c1	2	2	.	-4	4
5	CC(C)CC1C(=O)N(Cc2cn(CCC3OCCO3)nn2)CCS(=O)(=O)N1Cc1ccc(-c2ccncc2)cc1 (configuration not stated)	-2	12	-0.3	.	.
9	Cc1nn(-c2ccccc2)c(C)c1C(=O)NCc1ccc(S(N)(=O)=O)cc1	9	1	-8.6	-9	1
12	COc1ccc(OCc2nc3c4cc(OC)c(OC)cc4nc(=S)n3[nH]2)cc1	-9	-1	.	-5	13
13	Cc1cccc(N2CCN(c3cc(C)nc4nnnn34)CC2C)c1 (configuration not stated)	4	6	.	3	-2

no.	Vc quorum ag	PrPC surface inh	DUSP3 inh	SARS 3CLpro inh	CCHF vOTU inh
2	i	6	-10	-5	3
5	-1.1	2	.	.	26
9	-0.3	-5	30	4	18
12	-2.6	-2	-10	3	-6
13	-4.5	1	5	2	0

# More structures.
no.	Molecule	MazEF act	Y pestis TopoI	TcdB inh	PriA SSB inh	Rv3671c inh
17	Cc1ccc(N=C2SC(C(=O)Nc3ccc(OC(F)(F)F)cc3)C(N)=C2C(=O)Nc2c(C)cc(C)cc2C)cc1 (configuration not stated)	9	-2	-0.1	17	-186
18	COc1cccc(C(O)c2nc(-c3ccncc3)cs2)c1 (configuration not stated)	.	2	1.8	.	.
19	COc1ccc(-c2coc3cc(OC(C)=O)ccc3c2=S)cc1	8	-14	0.2	20	.
20	Cc1c(NC(=O)CC(=O)Nc2c(C)n(C)n(-c3ccccc3)c2=O)c(=O)n(-c2ccccc2)n1C	0	-7	.	-21	-5
21	COc1ccc(NC(=O)C(=O)NNC(=O)C(C)Oc2ccc(Cl)cc2Cl)cc1 (configuration not stated)	3	7	0.0	-8	-4
22	COC(=O)C/C(O)=C(/N=Nc1cccc(C(F)(F)F)c1)C(=O)OC	-22	-2	0.0	.	-6
23	O=C(Nc1cccc(-c2nc3ccccc3o2)c1)c1cccnc1	17	16	1.1	-1	-15
24	C=CCNC(=O)c1cc(Cl)ccc1[N+](=O)[O-]	-5	-4	.	-10	-9

no.	Vc quorum ag	PrPC surface inh	DUSP3 inh	SARS 3CLpro inh	CCHF vOTU inh
17	0.3	8	28	9	30*
18	-0.1	0	.	.	7
19	-2.0	-1	.	.	-11
20	-1.7	-2	10	6	6
21	i	9	8	-1	4
22	-0.1	-3	2	1	0
23	-0.3	2	12	4	-10
24	-0.2	-15	-1	-1	-6

# Some entries already given with just TcdB inh.
no.	Molecule	TcdB inh
18	COc1cccc(C(O)c2nc(-c3ccncc3)cs2)c1 (configuration not stated)	1.8
19	COc1ccc(-c2coc3cc(OC(C)=O)ccc3c2=S)cc1	0.2

# Sorted by count of non-hydrogen atoms (smallest number first): part of the list above.
no.	Molecule	MazEF act	Y pestis TopoI	TcdB inh	PriA SSB inh	Rv3671c inh
18	COc1cccc(C(O)c2nc(-c3ccncc3)cs2)c1 (configuration not stated)	.	2	1.8	.	.
19	COc1ccc(-c2coc3cc(OC(C)=O)ccc3c2=S)cc1	8	-14	0.2	20	.
22	COC(=O)C/C(O)=C(/N=Nc1cccc(C(F)(F)F)c1)C(=O)OC	-22	-2	0.0	.	-6

no.	Vc quorum ag	PrPC surface inh	DUSP3 inh	SARS 3CLpro inh	CCHF vOTU inh
18	-0.1	0	.	.	7
19	-2.0	-1	.	.	-11
22	-0.1	-3	2	1	0

# Remaining list, next part
no.	Molecule	MazEF act	Y pestis TopoI	TcdB inh	PriA SSB inh	Rv3671c inh
25	O=C(NNS(=O)(=O)c1ccc(Cl)cc1)NC1CCCCC1	-7	-5	.	-3	10
26	CCCN(C(=O)COC(=O)CC1CCCCC1)c1c(N)n(Cc2ccccc2)c(=O)[nH]c1=O	-6	7	1.1	-4	3
27	Cc1cc(Cl)ccc1OCC(=O)N1CCN(C)CC1	3	-6	.	-14	-7
28	CC(C)(C)[C@H]1COC(=O)[C@@H](Cc2ccc(F)cc2)CC/C=C/C[C@@H](CC(=O)N[C@H](CO)Cc2ccccc2)C(=O)N1	0	13	2.8	3	0
29	CCC(=O)OCC(=O)Nc1ccc([N+](=O)[O-])cc1OC	9	8	1.5	4	-12

no.	Vc quorum ag	PrPC surface inh	DUSP3 inh	SARS 3CLpro inh	CCHF vOTU inh
25	i	3	21	-6	4
26	i	1	.	.	4
27	i	3	12	-3	-5
28	-0.8	1	.	.	5
29	-0.3	-17	21	6	7
